# Screens: PubChem, National Center for Advancing Translational Sciences (NCATS)
# Eya2 phos inh = Eya2 (human) phosphatase inhibition. O00167. recombinant Eya2, OMFP fluorescence dephosphorylation (OMFP is methylfluorescein phosphate). Potency, µM (highest dose often 76.9 µM), without a hit: at the top dose activity, negative = inhibition, actives largely listed as inhibitors. hit rate 0.006% among 330,000; also: potency is read from the fitted curve at half-maximal effect; % is scaled to controls: 0 for no effect and ±100 for the full control effect
#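 Eya2 (0.2 uM) preincubated 10 min at ambient with compound, then OMFP substrate added at 50 uM; 10 min reaction in 50 mM HEPES pH 7.5, 50 mM NaCl, 5 uM MgCl2, 0.05% BSA, 1 mM DTT. Fluorescence read at Ex 485/Em 525 nm.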
# a7 integrin act = activators of alpha7 integrin expression for muscular dystrophy; alpha7betagal myoblasts, beta-gal FDG fluorescence, 48 h; Potency, µM (doses to about 38.3 µM), for inactives: top-dose activation, hits mostly activators; hit rate 0.064% among 350,000; AID 624291;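 also: potency is read from the fitted curve at half-maximal effect; 100% = response of the positive control SU9516; nearly all actives have a fitted effect of over 60% in size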
#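 Alpha7betagal+/- myoblasts (passage 13) were plated 16-24 hr, then exposed to compounds (1:260 dilution of DMSO stock) for 48 hours at 37C. After MPER lysis, β-galactosidase reporter activity was read as FDG fluorescence (ex 480/em 540) after 30 minutes.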
# TSG101-PTAP inh = blocks PTAP/TSG101 interaction to inhibit HIV-1 budding | Fluorescence polarization, FITC-PTAP peptide / Tsg101 binding | Potency, µM (series often up to 115 µM), inactives show at the top dose activity change, negative = inhibition, most hits filed as inhibitors | 340,000 tested, under 10 active | AID 493005; active = well fitted inhibition curve with a large enough effect in the main read-out, with a control signal flat, not every such curve was filed as active; inconclusive = small, poorly fitted or top-dose-only effect, or effect the other way, or a change in a side signal; inactive = no such curve, though single readings can be large or run the other way; also: potency is read from the fitted curve at half-maximal effect; % of control where 0% means no effect
#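 Fluorescence anisotropy tracks displacement of a FITC-tagged PTAP peptide (50 nM) from the Tsg101 binding domain (10 uM), following a 20 min room-temperature incubation at pH 7.5.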
# S-ASM inh = blocks human secretory acid sphingomyelinase; P17405; placental ASM, HMU-PC fluorogenic substrate, 60 min; Potency, µM (doses to about 57.5 µM), for inactives: top-dose activity change, negative = inhibition, most hits filed as inhibitors; hit rate 0.006% among 340,000; AID 504937; also: potency is read from the fitted curve at half-maximal effect
#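 Fluorescence read-out (Ex 386 nm, Em 447 nm) after stopping the reaction at pH 10. Enzyme: ASM from human placenta; substrate HMU-PC0, 9 uM final; 60 min, 37 °C. Compound preincubation 10 min, ambient temperature.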
# TSHR antag = human thyrotropin receptor antagonism; hit rate 0.2% among 330,000; TSHR-expressing cells, TSH-stimulated cAMP HTRF, 2 h; stronger effect = lower value; activity change, negative = inhibition, % at 11.5 µM; P16473; AID 504810;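 active = activity change below a set negative limit, meaning inhibition stronger than a set level, cut at about -70% in these data; inconclusive = activity change between two set negative limits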; also: % is scaled to controls: 0 for no effect and ±100 for the full control effect
# Target sequence (P16473 whole entry, looked up): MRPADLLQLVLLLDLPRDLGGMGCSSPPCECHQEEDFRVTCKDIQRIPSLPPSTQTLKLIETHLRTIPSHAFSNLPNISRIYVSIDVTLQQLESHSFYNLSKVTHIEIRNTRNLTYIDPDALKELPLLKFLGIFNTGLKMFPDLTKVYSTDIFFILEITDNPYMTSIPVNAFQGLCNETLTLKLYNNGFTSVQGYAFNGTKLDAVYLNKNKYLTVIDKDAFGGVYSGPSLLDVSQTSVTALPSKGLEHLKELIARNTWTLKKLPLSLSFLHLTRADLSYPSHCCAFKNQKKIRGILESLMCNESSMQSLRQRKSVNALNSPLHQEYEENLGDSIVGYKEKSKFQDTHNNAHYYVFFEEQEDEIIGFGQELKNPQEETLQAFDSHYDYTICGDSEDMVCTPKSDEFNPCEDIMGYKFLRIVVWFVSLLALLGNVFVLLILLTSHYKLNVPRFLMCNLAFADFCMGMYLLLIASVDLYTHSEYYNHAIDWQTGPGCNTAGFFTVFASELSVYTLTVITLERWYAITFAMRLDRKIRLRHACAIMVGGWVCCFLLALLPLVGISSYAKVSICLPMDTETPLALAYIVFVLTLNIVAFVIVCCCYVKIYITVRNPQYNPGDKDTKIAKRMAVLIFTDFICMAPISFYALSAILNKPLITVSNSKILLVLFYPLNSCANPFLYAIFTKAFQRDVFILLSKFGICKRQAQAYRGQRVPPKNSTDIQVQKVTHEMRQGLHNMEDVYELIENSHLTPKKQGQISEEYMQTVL
#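 Competitive HTRF cAMP read-out (cryptate anti-cAMP antibody, cAMP-d2; 30 min, room temperature) in freshly harvested TSHR cells. Compounds added before TSH at EC80 (4nM final), followed by 2 hours' incubation at 37 deg C.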
# A-T KAP1 phos = potential ataxia-telangiectasia treatments restoring KAP-1 phosphorylation. […] A-T fibroblasts, KAP-1 phosphorylation AlphaLISA; neocarzinostatin DNA damage 30 min before lysis. Potency, µM (doses to about 57.5 µM), for the others: at the top dose activation, hits mostly activators. hit rate 0.19% among 320,000. AID 485349; also: potency is read from the fitted curve at half-maximal effect; % of control where 0% means no effect; nearly all actives have a fitted effect of over 45% in size
#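 ATM-like activity read as KAP-1 phosphorylation via AlphaLISA donor/acceptor antibody pairs after lysis and 6 hr at 25C. Cells were ATM-null patient fibroblasts ([…], hTERT), dosed 60 min, then exposed to the DSB inducer NCS for 30 min.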
# ELG1 DNA repair = ELG1-dependent DNA repair inhibition; HEK293T ELG1-luciferase reporter, luminescence, 16 h; DNA damage induced by 5-fluorouridine; Potency, µM (titrated, usually from 46.1 µM), for the others: top-dose activity change, negative = inhibition, hits mostly inhibitors; hit rate 2.3% among 330,000; AID 504467; also: potency is read from the fitted curve at half-maximal effect; % is scaled to controls: 0 for no effect and ±100 for the full control effect; nearly all actives have a fitted effect of over 55% in size
#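 In this reporter screen, reduction of luminescence relative to DMSO vehicle indicated activity. Compounds and 5-fluorouridine were added together to 2,000 cells per well, incubated for 16 hr at 37 °C, then developed with ONE-Glo.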
# Mito fusion act = inhibitors of mitochondrial division or activators of mitochondrial fusion. S. cerevisiae fusion-defective mutant growth rescue, CellTiterGlo 48 h. Potency, µM (highest dose often 46.1 µM), for inactives: at the top dose growth rescue (activation), hits mostly activators. hit rate 0.23% among 320,000;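 also: potency is read from the fitted curve at half-maximal effect; % of control where 0% means no effect; nearly all actives have a fitted effect of over 45% in size; temperature-sensitive fusion mutants such as fzo1-1 at 37 °C on non-fermentable ethanol glycerol medium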
#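 Temperature-sensitive fusion-defective S. cerevisiae (e.g. fzo1-1, mgm1-5) were grown with compound in YPEG medium (3% ethanol, 3% glycerol) for 48 hours at 37C. Growth rescue was measured as viability by CellTiterGlo luminescence after 10 minutes at ambient.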
# Tb PFK block = T. brucei PFK enzyme inhibition | O15648 | T. brucei PFK, ADP-Glo luminescence | Potency, µM (highest dose often 57.5 µM), for inactives: at the highest dose activity, negative = inhibition, actives largely listed as inhibitors | hit rate 0.17% among 330,000 | AID 485367;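 also: potency is read from the fitted curve at half-maximal effect; 0% = uninhibited 1x PFK enzyme wells and -100% = no-enzyme wells; nearly all actives have a fitted effect of over 60% in size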
#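 1.25 nM PFK with 0.5 mM F6P and 0.1 mM ATP in 0.1 M TEA pH 8.0, 5 mM MgCl2, incubated 45 min at room temperature; ADP measured by ADP-Glo luminescence; compounds titrated up to 57 uM.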
# BCR signal inh = chronic active BCR signaling inhibition; ABC-DLBCL IkBa-CBG/CBR reporter, luminescence ratio, 4 h; Potency, µM (titrated, usually from 46.1 µM), for inactives: top-dose ratio change, negative = lower green/red ratio, most hits filed as inhibitors; hit rate 0.05% among 340,000; active = well fitted inhibition curve with a large enough effect in the signal ratio, with a control signal flat, not every such curve was filed as active; inconclusive = small, poorly fitted or top-dose-only effect, or effect the other way, or a change in a side signal; the % refers to the signal ratio;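 also: potency is read from the fitted curve at half-maximal effect; plate controls were basal doxycycline-induced cells for no effect and cells given 10 µM MG132 for full effect; MG132 reads +100%, hits lower the ratio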
#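 Doxycycline induced both beetle luciferases in TMD8 lymphoma cells; IKK-driven degradation limits the IkappaBalpha-fused green signal, while red luminescence normalises for cell number and nonspecific effects. Compounds tested up to 46 uM, 4 hrs.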
# TCR activator = activates T cell receptor signaling; primary human leukocytes, anti-CD3, IL-2 HTRF, 48 h; Potency, µM (doses to about 9.22 µM), for inactives: top-dose activation of IL-2 secretion, usual class: activators; 330,000 tested, under 10 active; also: % of control where 0% means no effect
#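 Compounds are tested in HTS on primary human leukocytes co-incubated with a-CD3 beads for 48 hr. IL-2 output is measured by time-resolved FRET.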
# The depositor's hits bear a star; u = inconclusive; x = no result given; [ ] = remark or other dose. Unless noted, calls follow the shape of the dose curve; as a rule, active = well fitted curve in the direction sought with a large enough effect; inconclusive = small, poorly fitted or top-dose-only effect, or another doubt; inactive = no such curve, though single readings can be large; an effect the other way counts as inactive or inconclusive.
# The line under a structure holds: Eya2 phos inh, a7 integrin act, TSG101-PTAP inh, S-ASM inh, TSHR antag, A-T KAP1 phos, ELG1 DNA repair, Mito fusion act, Tb PFK block, BCR signal inh, TCR activator
> COCCNC(=O)c1ccccc1-c1nc(-c2ccccc2Cl)no1
 : 17%, -18%, 0%, -2%, 7, -5%, u, 0%, 0%, -10%, 10%
> O=C(NS(=O)(=O)Oc1ccc(F)cc1F)OC[C@@H]1CCCN2CCCCC12 (stereo partly drawn)
 : 4%, 37%, -1%, -2%, 3, -2%, -3%, 0%, -6%, 1%, -4%
> O=C(CCC(=O)c1cccs1)OCC(=O)c1ccccc1F
 : 24%, 1%, 2%, -2%, 4, 1%, 7%, -2%, -6%, 11%, -1%
> CCOC(=O)/C(=C\c1ccc(Cl)cc1)c1nc2sc(C)c(C)c2c(=O)[nH]1
 : 4%, -45%, -1%, -5%, 1, u, u, 1%, -12%, 0%, -3%
> Cc1ccc(N2CC(C(=O)OCc3ccc([N+](=O)[O-])cc3)CC2=O)cc1 (stereo not drawn)
 : 6%, -1%, -1%, 0%, -37, x, -1%, -4%, -11%, 3%, 4%
> Cc1ccc(CS/C(Nc2ccccc2C)=C(\C#N)C(N)=O)c(C)c1
 : -6%, u, -1%, -8%, 12, 6%, u, 5%, -2%, 0%, 1%[46.1 µM]
> CN(CC(=O)Nc1ccc(C(N)=O)cc1)S(=O)(=O)c1ccc2c(c1)OCCO2
 : 3%, 28%, -7%, 0%, 14, 3%, 8%, x, 0%, u, 0%
> CCOc1ccccc1Oc1cn[nH]c1-c1ccc(OC)cc1O
 : -9%, -13%, -2%, -1%, -18, 3%, u, 12%, 1%, -2%, -1%
> O=C(O)c1ccccc1-n1cnnn1
 : 0%, -7%, -2%, -3%, -3, -3%, u, -6%, 2%, u, 4%
> Cc1ccc(CCNC(=O)CCS(=O)(=O)c2ccc3c(c2)oc(=O)n3C)cc1
 : 2%, 23%, -4%, -3%, -11, 0%, 3%, 1%, -2%, -10%, -5%
> Cc1ccc(-c2nc3c(c(=O)[nH]c(=O)n3CC(C)C)n2CC(C)C)cc1[N+](=O)[O-]
 : -10%, -11%, -4%, -3%, -7, 4%, u, 5%, 11%, -3%, 1%
> O=C(Cn1ncc2c([nH]c3ccccc32)c1=O)N1CCCCC1
 : u, -4%, 1%, 1%, 5, -7%, 23%, 15%, 3%, -1%, 5%
> O=C(N/N=C1/CC2CCC1C2)c1cc2ccccc2cc1O (stereo not drawn)
 : -4%, u, -1%, 5%, 1, 9%, -12%, 2%, -4%, 7%, -4%
> CNC(=S)Nc1ccc(OCc2ccccc2)cc1
 : 10%, 20%, -5%, 3%, -8, -3%, u, -7%, -8%, -1%, -1%
> CCCCn1c2ccccc2c2nnc(SCCN3CCCCC3)nc21
 : u, 17%, -4%, -2%, 13, -5%, 5%, 0%, 10%, 2%, 6%
> O=C(O)c1cccc(NC(=S)NC(NC(=O)c2ccco2)C(Cl)(Cl)Cl)c1 (stereo not drawn)
 : 9%, 14%, -7%, -2%, 4, 4%, 9%, 0%, 2%, u, -3%
> O=C(CNc1cccc(F)c1)Nc1cccc(S(=O)(=O)N2CCCCC2)c1
 : -16%, 10%, -3%, -1%, 1, 13%, u, 0%, -6%, u, 7%
> Nc1nc(Cl)cc(NCCc2ccccc2)n1
 : -12%, x, x, x, 2, 0%, u, -4%, -4%, u, x
> c1ccc(-c2nc3cnccn3c2Nc2ccc3c(c2)OCCO3)cc1
 : -3%, -6%, 0%, u, 1, -7%, 18%, 0%, 2%, -6%, 1%[46.1 µM]
> C/C(CC(O)c1ccc2ccccc2n1)=N/O (stereo not drawn)
 : 10%, 1%[7.66 µM], -6%, 8%, 6, x, u, -1%, 0%, -1%, -6%
> CCSc1nnc(NC(=O)C2CC2c2ccccc2)s1 (stereo not drawn)
 : 0%, 13%, -1%, 4%, 6, 7%, 21%, -3%, -3%, u, -1%[46.1 µM]
> CC(=O)c1cc2c(cc1NC(=O)Cc1c(C)noc1C)OCO2
 : 2%, -6%, 0%, 49%[activator], 0, -9%, u, x, 0%, -5%, -1%[46.1 µM]
> CCCCn1c(C(C)NC(=O)CCC)nc2ccccc21 (stereo not drawn)
 : 19%, -16%, -5%, -1%, 6, -2%, -7%, -3%, -5%, 4%, 1%
> COc1cc2c(ccc3cc(OC)c(OC)c(O)c32)cc1O
 : 17%, 0%, 0%, 87%[activator], -3, 5%, u, -20%, u, u, -1%
> CC(C)(C)c1cc(CCC(=O)NCC2CCCO2)cc(C(C)(C)C)c1O (stereo not drawn)
 : -6%, 11%, -2%, 4%, -3, x, 7%, 0%, 1%, 0%, -7%
> C/C=C/C(=O)OCC(=O)Nc1cc(OC)c([N+](=O)[O-])cc1C
 : -7%, 3%, -2%, -1%, 3, -5%, -4%, -2%, -1%, u, -2%
> COc1cc(OC)c(N(C)S(=O)(=O)c2cccc(C(=O)Nc3nnc(C4CC4)s3)c2)cc1Cl
 : 9%, 2%, -1%, -1%, -13, 23%, -16%, -2%, 3%, 0%, -5%
> COc1ccccc1C(=O)Nc1c(C(=O)N(CCN(C)C)Cc2ccco2)oc2ccccc12
 : -3%, -52%[inhibitor], -4%, -12%, 3, -2%, -6%, -6%, 0%, u, 9%
> Cc1nn(CC(N)=O)c(=O)c2ccccc12
 : 15%, -24%, 0%, 3%, 0, 5%, -9%, 1%, 1%, 0%, -7%
> CCOCCCNS(=O)(=O)c1ccccc1
 : 25%, -9%, -13%, 2%, -7, x, 7%, -4%, 0%, -15%, -1%
> COc1cc(/C=C2/C(=N)N3N=C(C)SC3=NC2=O)ccc1OS(=O)(=O)c1ccc(C)cc1
 : 5%, 21%, -2%, 1%, 9, -1%, 3%, 0%, 0%, 4%, 3%
> O=C(CSc1nccc(=O)[nH]1)N1CCc2ccccc2C1
 : -7%, 14%, -5%, 0%, -4, 0%, -2%, -2%, -2%, u, -2%
> Cc1cc(C(F)F)nn1CC(=O)NC1C(=O)N2C(C(=O)O)=C(CSc3nnnn3C)CSC12 (stereo not drawn)
 : 5%, 14%, -3%, 3%, 3, 1%, -1%, -5%, u, 3%, 6%
> CC(C)Cn1cc(Cl)c(=O)n(CC(C)C)c1=O
 : 6%, 10%, -2%, 3%, -26, 6%, -9%, 5%, 5%, 15%, 2%
> CCOc1cc(/C=N/Nc2nncc(-c3ccccc3)n2)ccc1O
 : -6%, 7%, 0%, -3%, 1, 3%, u, 7%, 0%, u, 0%
> CN(C)c1ccc(CNS(=O)(=O)c2ccc3c(c2)C(C)(C)C(=O)N3C)cc1
 : -2%, 11%, 1%, 5%, -2, -5%, 13%, 0%, 0%, 6%, -1%
> CS(=O)(=O)c1ccc(N)cc1
 : 5%, -13%, 2%, 2%, 0, 2%, 10%, -1%, -4%, -2%, -5%
> CCOc1ccc(/C=N/NC(=O)c2[nH]c3ccc(C)cc3c2C)cc1
 : 3%, 25%, 0%, -26%, 1, -9%, -7%, -23%, -2%, u, -4%
> Cc1cc(/C=N\NC(=O)c2cccs2)c(C)n1-c1ccc2ncccc2c1
 : -4%, -10%, -1%, -20%, -9, 1%, u, 0%, 2%, u, 1%
> O=c1c(-c2ccccc2)coc2c(CN3CCCCC3)c(O)ccc12
 : -19%, 16%, -3%, 132%[activator], -5, 11%, -3%, 0%, -2%, 8%, -7%
> CNC(=S)N1CCN(c2ccc([N+](=O)[O-])cc2)CC1
 : 5%, 14%, -9%, -5%, 2, -1%, 6%, 1%, -15%, u, -3%
> CCc1nc2ccccc2n1CC(=O)N1CCN(Cc2ccccc2)CC1
 : 9%, 9%, -1%, 8%, 9, -3%, 12%, 2%, -5%, 5%, -7%
> COc1ccc(CC(=O)N2CC3(C)CC2CC(C)(C)C3)cc1OC (stereo not drawn)
 : -2%, 0%, -6%, 0%, -5, -3%, -5%, -8%, 4%, 15%, -22%
